Assay outcomes deposited in PubChem BioAssay by several laboratories.
ABCB6 inh 2 – inhibitors of human ABC transporter ABCB6; Q9NP58; K562-ABCB6 porphyrin accumulation, flow cytometry, 1 h; stronger effect = lower value; fluorescence ratio to DMSO, % at 10 µM; hit rate 0.19% among 360,000; AID 602162;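 active means fluorescence ratio to DMSO below 75%, the collection mean minus 3 SD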;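 further: signal is porphyrin accumulated inside mitochondria; 100% equals median channel fluorescence of DMSO control wells; lower ratio means ABCB6 inhibition with less porphyrin fluorescence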
Target sequence (Q9NP58 whole entry, looked up): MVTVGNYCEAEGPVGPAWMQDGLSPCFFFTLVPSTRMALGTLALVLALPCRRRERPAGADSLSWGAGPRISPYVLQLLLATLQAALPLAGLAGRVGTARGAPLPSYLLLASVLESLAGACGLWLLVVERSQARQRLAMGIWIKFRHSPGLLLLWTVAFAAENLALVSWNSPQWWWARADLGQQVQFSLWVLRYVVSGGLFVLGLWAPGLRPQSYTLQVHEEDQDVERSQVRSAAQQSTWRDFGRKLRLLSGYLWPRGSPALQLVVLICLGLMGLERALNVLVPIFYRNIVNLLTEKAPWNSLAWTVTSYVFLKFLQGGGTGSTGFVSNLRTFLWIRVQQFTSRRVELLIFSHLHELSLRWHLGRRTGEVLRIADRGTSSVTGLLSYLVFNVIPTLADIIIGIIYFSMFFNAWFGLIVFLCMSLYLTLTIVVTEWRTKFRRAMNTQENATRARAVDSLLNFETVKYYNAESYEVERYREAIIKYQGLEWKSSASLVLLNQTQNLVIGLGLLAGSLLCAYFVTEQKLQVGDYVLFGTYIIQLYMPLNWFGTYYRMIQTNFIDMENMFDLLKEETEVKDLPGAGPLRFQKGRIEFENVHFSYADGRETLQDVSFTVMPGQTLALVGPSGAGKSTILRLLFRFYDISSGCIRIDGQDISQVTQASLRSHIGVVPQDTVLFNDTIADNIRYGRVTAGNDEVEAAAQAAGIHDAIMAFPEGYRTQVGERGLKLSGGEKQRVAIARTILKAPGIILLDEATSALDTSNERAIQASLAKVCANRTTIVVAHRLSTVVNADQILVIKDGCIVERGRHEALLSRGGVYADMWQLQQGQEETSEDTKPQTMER
NOD2 RIPK2 PPI – NOD2-RIPK2 protein interaction inhibition. O43353. CHO BLA complementation NOD2-RIPK2, CCF4 ratio. inhibition, % at 4.98 µM. hit rate 0.38% among 360,000. AID 624267; in the data active means inhibition above about 21%;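 further: 0% = vehicle only and 100% = reference blocker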
SRC2 inh – human SRC2 (NCOA2) inhibition. AID 651957. HEK293 GAL4-SRC2 luciferase reporter, luminescence. hit rate 0.17% among 370,000. inhibition, % at 9 µM. Q15596;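 active means inhibition above the mean inhibition of all tested compounds plus 3 SD, set per campaign, cut at about 52% in these data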;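 further: 0% = DMSO treated cells and 100% = cells given Gossypol at 36 µM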
MC4R antagonist – blocks human MC4R cAMP signaling; hit rate 0.48% among 360,000; MC4R-expressing cells, MTII-stimulated cAMP, LANCE TR-FRET; inhibition, % at 6.5 µM; P32245;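 active means inhibition above its plate's cutoff, the mean of tested wells on that plate plus 3 SD, cut at about 29% in these data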;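 further: 0% = Melanotan II alone and 100% = Melanotan II plus saturating MCL0020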
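Test system: U2OS cells stably expressing human melanocortin 4 receptor (MC4R); also added: Melanotan II challenge; compound: 6.5 µM single dose; timing: 30-min compound preincubation, 1-h Melanotan II challenge, 1-h detection, room temperature; signal: Eu-cAMP/anti-cAMP TR-FRET, emission 671 nm; repeats: one well per compound, no replicates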
Glyco luc inh – blocks N-linked glycosylation in D54 reporter cells; D54 ERlucT glycosylation luciferase reporter, 24 h; percent of 100 nM tunicamycin response; reporter increase, % at 12.5 µM; hit rate 0.23% among 360,000; AID 588692;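 active means mean luciferase reporter signal, scaled so untreated is 0 and the glycosylation-blocking control 100, at or above a set limit in every replicate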;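 further: luciferase carries N-glycosylation sites so blocking glycosylation raises the light; 0% = median of neutral control wells and 100% = median of 100 nM tunicamycin wells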
HTR2A ag – mouse HTR2A agonism via beta-arrestin recruitment | P35363 | CHO-K1 mHTR2A beta-arrestin complementation, luminescence; percent of 30 µM serotonin response | activation, % at 7.6 µM | hit rate 0.66% among 360,000 | AID 624169;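 active means activation above a run cutoff, the mean activation of all tested compounds plus 3 SD, cut at about 14% in these data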;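 further: 0% = plate median of compound wells and 100% = 30 µM serotonin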
TLR9-MyD88 block – blocks human TLR9 binding to MyD88 | CHO BLA complementation TLR9-MyD88, CCF4 FRET ratio | inhibition, % at 4.98 µM | hit rate 0.21% among 340,000 | AID 504734;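 active means inhibition above the mean over all tested compounds plus 3 SD, cut at about 21% in these data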;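 further: 0% = DMSO only wells and 100% = clavulanate BLA inhibitor control wells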
ABHD5 PLIN5 PPI – blocks binding of human ABHD5 to perilipin-5; Q00G26+Q8WTS1; Split G. princeps luciferase complementation, luminescence, 4 h; inhibition, % at 4 µM; hit rate 0.78% among 360,000;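 active means inhibition above the mean inhibition across every tested compound plus 3 SD, cut at about 22% in these data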;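 further: 0% = DMSO only wells and the 100% control is not disclosed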
MC4R ag barr – human MC4R agonism via beta-arrestin; U2OS MC4R beta-arrestin complementation, luminescence; percent of melanotan II response, DMSO zero; activation, % at 8.9 µM; hit rate 0.98% among 360,000; AID 540308;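 active means activation above a per-plate cutoff, the mean activation of sample wells on that plate plus 3 SD, cut at about 8% in these data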
H9c2 protect – modulators protecting cardiomyocytes from myocardial damage; protection from H2O2 cell death, % at 20 µM; hit rate 0.63% among 360,000; AID 588492; H9c2 cardiomyocytes, H2O2 injury protection, ATPLite, 2 h;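 active means compounds giving at least 50% protection of heart cells from peroxide-induced death in the single-dose screen, raw or plate-pattern-corrected value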;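 further: 0% = DMSO wells with peroxide and 100% = DMSO wells without peroxide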
The depositor's hits bear a star; · = no result given. Not all compounds are listed; count on the stated rates, not on these rows.

Values run as follows: ABCB6 inh 2	NOD2 RIPK2 PPI	SRC2 inh	MC4R antagonist	Glyco luc inh	HTR2A ag	TLR9-MyD88 block	ABHD5 PLIN5 PPI	MC4R ag barr	H9c2 protect
> CCc1cc(C(=O)NC2CCCc3c2cnn3-c2ccc(F)cc2F)no1 (stereo not given)
    94	-2	7	18	-3	0	2	-2	-0.6	-9
> Cc1cc(C)n2ncnc2n1
    91	-1	6	14	1	1	-17	-3	2.3	-2
> O=C(COCc1cc(-c2ccc3c(c2)OCO3)on1)N1CCN(c2cccc(Cl)c2)CC1
    97	-13	-7	5	1	11	1	6	-2.0	2
> Cc1cc(NC(=O)c2ccc(-c3ccc(F)c(Cl)c3)o2)no1
    89	-1	4	1	0	4	3	-4	7.2	0
> COc1ccc(F)cc1S(=O)(=O)n1cnc2ccccc21
    99	-5	3	-3	2	2	3	-2	0.7	-6
> CN(Cc1ccccc1)S(=O)(=O)c1cccs1
    95	3	12	-13	-1	-7	4	12	3.8	-7
> COc1cccc(NC(=O)CN(C)C(=O)CSc2nc(C)cc(C)n2)c1
    98	12	10	5	1	1	-5	9	-1.7	8
> CSc1ccc(S(=O)(=O)N2CC(=O)Nc3ccccc32)cc1
    99	-2	7	-6	2	9	6	-3	1.2	10
> Cc1cc(N2C(=O)C(O)=C(C(=O)c3cc4ccccc4o3)C2c2ccc([N+](=O)[O-])cc2)no1 (stereo not given)
    94	5	-24	-1	0	8	5	2	-0.7	-5
> CCOC(=O)N1CCC(n2c(SCC(=O)c3ccccc3)nc3ccsc3c2=O)CC1
    101	-4	12	7	1	3	2	-2	-0.7	-1
> Cc1ccc(C(=O)CSc2nnc(-c3ccccc3N)n2C)cc1
    91	-4	-15	0	0	-2	2	-5	-2.2	-12
> C/C=C(/C)C(=O)Nc1cccc(C2=NOC3(C2)C[C@@H](C(N)=O)N(C(=O)CCCCC)C3)c1 (stereo not given in full)
    87	-6	-7	-4	-2	-3	-3	3	0.6	-10
> COc1ccccc1N1CCN(S(=O)(=O)c2cn(C)c(=O)n(C)c2=O)CC1
    99	3	3	3	3	2	9	3	-1.5	1
> O=C(N/N=C/C=C\c1ccco1)c1cccs1
    109	-4	-108	0	1	10	·	17	0.8	1
> COC(/C=C/Nc1ccc(C)cc1)=C(C#N)C#N
    100	1	8	10	1	2	3	8	2.6	5
> O=S1CCCSC1c1cccnc1 (stereo not given)
    100	-5	7	-5	5	-5	-9	-8	0.8	9
> O=C(O)c1ccc2c(c1)C(=O)N([C@H](Cc1cccc3ccccc13)C(=O)O)C2=O
    110	10	-16	19	0	-2	·	-1	0.4	0
> CCOC(=O)c1cc(-c2ccccc2C)nn1CC1CC(c2ccc(OC)cc2)=NO1 (stereo not given)
    89	4	-32	-1	-1	-1	0	-3	-2.1	-14
> O=C(c1cccc(S(=O)(=O)Nc2ccccc2Cl)c1)N1CCC1
    95	8	5	-3	0	-2	-6	-5	-0.6	2
> COCCNC(=O)C(c1ccc(O)cc1)N(Cc1cccs1)C(=O)CCC(=O)Nc1ccccn1 (stereo not given)
    92	4	-27	10	0	8	-4	-5	-1.2	6

Continued.
Values run as follows: ABCB6 inh 2	NOD2 RIPK2 PPI	SRC2 inh	MC4R antagonist	Glyco luc inh	HTR2A ag	TLR9-MyD88 block	ABHD5 PLIN5 PPI	MC4R ag barr	H9c2 protect
> Cc1ccc(C(C(=O)NCc2ccccc2)N(C(=O)c2csnn2)c2cccc3ccccc23)o1 (stereo not given)
    97	-10	12	13	-6	4	10	2	1.9	13
> Cc1ccc2c(c1C)NC(=O)C2(O)CC(=O)c1ccc2c(c1)OCO2 (stereo not given)
    102	-2	-24	-4	0	8	-8	10	1.7	-7
> CC(NC(=S)N1CCN(c2ccccc2)CC1)c1ccccc1 (stereo not given)
    98	8	-7	26	-4	-5	-4	-2	0.2	-4
> CC(C(=O)Nc1cccc(S(=O)(=O)N2CCOCC2)c1)N1CCN(C/C=C/c2ccccc2)CC1 (stereo not given)
    97	-5	-15	-3	-3	17*	5	2	-2.2	-1
> COC(=O)[C@@H](CC(C)C)N(Cc1ccccc1)S(=O)(=O)N(Cc1ccccc1)[C@@H](CC(C)C)C(=O)OC
    93	-9	-4	-3	-11	5	-2	-1	-1.8	-10
> COc1cccc(N2CCN(CC(=O)N3CCN(S(=O)(=O)c4ccc(Cl)cc4)CC3)CC2)c1
    98	3	10	-1	1	1	-4	-4	0.4	-2
> COc1ccccc1NC(=O)C1=C(C)Nc2nc3ccccc3n2C1c1cccs1 (stereo not given)
    95	10	22	-16	12	-1	2	2	-1.9	16
> CCn1c(=N)n(CC(=O)c2ccco2)c2ccccc21
    89	4	-38	-2	3	-3	0	5	-1.4	6
> CC(NC(=O)C(=O)NCc1cccs1)c1ccccc1 (stereo not given)
    97	-4	4	10	0	0	-3	-11	-0.5	0
> CCC(=O)C1CCCN(C(=O)c2ccc3nc(-c4cccc(OC)c4)oc3c2)C1 (stereo not given)
    96	1	-24	12	-9	2	-11	-2	-2.8	-4
> CC(C)/C=C/C(=O)N1CCC(N2CCC(C(=O)N3CCOCC3)CC2)CC1
    101	1	17	4	2	-2	0	6	-0.5	2
> C=CCn1c(=O)c(C(=O)NCc2ccccc2)c(O)c2ccccc21
    99	-4	-1	8	0	4	-21	3	3.1	39
> Cc1cccc(OCc2nnc(SCC(=O)Nc3ccc(C)c(C)c3)o2)c1
    95	0	9	1	2	2	10	3	8.8*	-11
> Cn1c(CC2Sc3ccccc3NC2=O)nnc1SCC(=O)c1ccc(Cl)cc1 (stereo not given)
    93	-1	10	10	2	-1	1	-5	-2.9	-6
> CCn1c(C)c(C)c2cc(C(=O)NCCCN3CCCC3)ccc21
    107	-5	12	10	-2	-1	-16	1	1.9	1
> Cc1cc(C)c2nc(N(CCN(C)C)C(=O)c3ccc(S(=O)(=O)N(C)CC4CCCO4)cc3)sc2c1 (stereo not given)
    98	-4	-11	8	-1	-10	-9	0	1.4	1
> O=C(CSc1ncnc2c1oc1ccccc12)OCc1ccccc1
    102	6	·	18	0	0	4	0	0.6	-8
> CCn1nnc(NC(=O)c2cccnc2)n1
    111	0	4	14	3	5	6	-4	-0.5	0
> CCC(C(=O)NCc1ccccc1)n1c(CSCCOc2ccccc2)nc2ccccc21 (stereo not given)
    ·	3	75*	·	·	-1	·	2	·	·
> Cc1csc(NC(C)c2nc3cc(Cl)c(Cl)cc3n2CCCO)n1 (stereo not given)
    96	-13	14	3	2	-1	-4	2	-1.4	-2

Record cards, from the list above. Order of values: ABCB6 inh 2 | NOD2 RIPK2 PPI | SRC2 inh | MC4R antagonist | Glyco luc inh | HTR2A ag | TLR9-MyD88 block | ABHD5 PLIN5 PPI | MC4R ag barr | H9c2 protect
Cc1cc(C)c2nc(N(CCN(C)C)C(=O)c3ccc(S(=O)(=O)N(C)CC4CCCO4)cc3)sc2c1 (stereo not given) reads 98 | -4 | -11 | 8 | -1 | -10 | -9 | 0 | 1.4 | 1
Cn1c(CC2Sc3ccccc3NC2=O)nnc1SCC(=O)c1ccc(Cl)cc1 (stereo not given) reads 93 | -1 | 10 | 10 | 2 | -1 | 1 | -5 | -2.9 | -6

(further entries)
Values run as follows: ABCB6 inh 2	NOD2 RIPK2 PPI	SRC2 inh	MC4R antagonist	Glyco luc inh	HTR2A ag	TLR9-MyD88 block	ABHD5 PLIN5 PPI	MC4R ag barr	H9c2 protect
> CCOC(=O)[C@]12CCCC=C1N(Cc1ccc(Cl)cc1Cl)C(=O)[C@H](CC(=O)NCc1ccc(OC)c(OC)c1)C2
    100	-6	4	·	·	5	·	-1	·	·
> O=C(c1ccc([N+](=O)[O-])cc1)N1CCOC12CCN(c1ncc(C(F)(F)F)cc1Cl)CC2
    103	17	3	5	0	-2	-2	0	-1.7	-5
> CCNC(=O)C1(C)CCN(C(=O)c2ccc3c(c2)CCO3)C1 (stereo not given)
    93	-1	-15	0	1	2	·	-2	-0.2	3
> CCOC(=O)c1sc(NC(=O)c2cccnc2)nc1C
    102	1	-19	-4	2	0	-13	4	-0.5	-4
> CC1Nc2ccccc2C(=O)N1NC(=O)c1ccc(Br)cc1 (stereo not given)
    100	-5	-3	10	-1	-2	-16	3	1.3	13
> COCc1ccc(-c2ccc3c(c2)c(C#Cc2ccsc2)c(-c2cc(OC)cc(OC)c2)n3C)cc1
    106	-5	16	-6	0	1	1	-3	-0.4	-3
> CC(C)(C)OC(=O)N1CCC[C@H]1C(=O)Nc1ccc(S(=O)(=O)C(F)F)cc1
    95	-20	12	3	-2	3	5	8	0.4	1
> Cc1ccccc1Cn1nnc(-c2ccc(C(=O)O)cc2)n1
    90	2	19	-12	5	-1	-1	1	-3.1	6
> CCCCNC(=O)CSc1nc(O)cc(=O)n1C1CCCC1
    105	9	-10	0	0	5	0	-2	0.4	22
> O=C(NC(=S)Nc1ccccc1)c1cncc(C#Cc2ccccc2)c1
    94	5	-14	-1	-1	-1	-5	-7	14*	-7
> Cc1ccccc1NC(=S)NC1CC2CCC(C1)N2Cc1ccco1 (stereo not given)
    100	-3	-5	-1	0	-2	13	1	-1.2	-9
> C=C1CCN([C@H](C(=O)OCc2ccc(C)cc2)C(C)C)S(=O)(=O)c2ccccc21
    101	-1	29	11	-4	5	1	-2	3.5	-7
> Cc1cccc(C)c1OCC(=O)N/N=C/c1ccc2c(c1)OCO2
    211	1	3	-14	3	-3	11	0	-0.2	0

No new results follow: entries from further up.
Values run as follows: ABCB6 inh 2	NOD2 RIPK2 PPI	SRC2 inh	MC4R antagonist	Glyco luc inh	HTR2A ag	TLR9-MyD88 block	ABHD5 PLIN5 PPI	MC4R ag barr	H9c2 protect
> CCOC(=O)c1sc(NC(=O)c2cccnc2)nc1C
    102	1	-19	-4	2	0	-13	4	-0.5	-4
> CC1Nc2ccccc2C(=O)N1NC(=O)c1ccc(Br)cc1 (stereo not given)
    100	-5	-3	10	-1	-2	-16	3	1.3	13
> COCc1ccc(-c2ccc3c(c2)c(C#Cc2ccsc2)c(-c2cc(OC)cc(OC)c2)n3C)cc1
    106	-5	16	-6	0	1	1	-3	-0.4	-3
> CC(C)(C)OC(=O)N1CCC[C@H]1C(=O)Nc1ccc(S(=O)(=O)C(F)F)cc1
    95	-20	12	3	-2	3	5	8	0.4	1
> Cc1ccccc1Cn1nnc(-c2ccc(C(=O)O)cc2)n1
    90	2	19	-12	5	-1	-1	1	-3.1	6
> CCCCNC(=O)CSc1nc(O)cc(=O)n1C1CCCC1
    105	9	-10	0	0	5	0	-2	0.4	22
> O=C(NC(=S)Nc1ccccc1)c1cncc(C#Cc2ccccc2)c1
    94	5	-14	-1	-1	-1	-5	-7	14*	-7
> Cc1ccccc1NC(=S)NC1CC2CCC(C1)N2Cc1ccco1 (stereo not given)
    100	-3	-5	-1	0	-2	13	1	-1.2	-9
> C=C1CCN([C@H](C(=O)OCc2ccc(C)cc2)C(C)C)S(=O)(=O)c2ccccc21
    101	-1	29	11	-4	5	1	-2	3.5	-7
> Cc1cccc(C)c1OCC(=O)N/N=C/c1ccc2c(c1)OCO2
    211	1	3	-14	3	-3	11	0	-0.2	0
